RBX1-CUL1 inh: human ROC1-CUL1 E3 ligase inhibition | P62877+Q13616 | inhibition, % at 10 µM | actives 0.6% (n = 140,000) | in vitro K48 di-Ub FRET, acceptor:donor ratio, 45 min; in the data active = inhibition above about 25%
Target sequence (P62877 whole entry, looked up): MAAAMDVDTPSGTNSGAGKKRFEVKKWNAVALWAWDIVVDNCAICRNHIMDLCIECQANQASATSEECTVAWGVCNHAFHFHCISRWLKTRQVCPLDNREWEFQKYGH
Target sequence (Q13616 whole entry, looked up): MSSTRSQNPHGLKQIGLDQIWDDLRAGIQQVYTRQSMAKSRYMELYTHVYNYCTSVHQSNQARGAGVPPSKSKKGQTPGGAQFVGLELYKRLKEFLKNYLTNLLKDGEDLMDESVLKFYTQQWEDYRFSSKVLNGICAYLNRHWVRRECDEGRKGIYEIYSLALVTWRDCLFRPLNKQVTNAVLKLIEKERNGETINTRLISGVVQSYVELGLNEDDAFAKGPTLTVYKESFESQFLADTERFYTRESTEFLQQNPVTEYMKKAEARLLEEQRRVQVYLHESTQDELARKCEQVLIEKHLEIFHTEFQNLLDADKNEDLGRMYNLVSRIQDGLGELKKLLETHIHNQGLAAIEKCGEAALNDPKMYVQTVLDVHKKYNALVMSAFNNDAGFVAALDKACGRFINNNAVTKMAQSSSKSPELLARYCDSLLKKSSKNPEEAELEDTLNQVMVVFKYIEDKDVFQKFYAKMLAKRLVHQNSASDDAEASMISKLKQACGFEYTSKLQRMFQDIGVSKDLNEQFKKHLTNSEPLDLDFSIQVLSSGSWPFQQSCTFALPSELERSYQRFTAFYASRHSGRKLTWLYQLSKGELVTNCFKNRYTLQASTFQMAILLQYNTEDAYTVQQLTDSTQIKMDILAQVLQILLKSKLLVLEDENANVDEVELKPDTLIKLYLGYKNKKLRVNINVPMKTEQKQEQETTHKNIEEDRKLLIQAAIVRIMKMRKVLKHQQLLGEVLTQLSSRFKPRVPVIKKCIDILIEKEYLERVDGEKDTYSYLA
Numbers without * were called inactive.

item	RBX1-CUL1 inh	canonical_smiles
1	-10	Cc1ccccc1C(=O)Nc1cccc(-c2nc3cccnc3s2)c1
2	6	Cc1cccc(NC(c2ccccc2F)c2ccc3ccc(C)nc3c2O)n1 (stereo not drawn)
3	-5	O=C1CSc2ccccc2N1Cc1cccc(C(F)(F)F)c1
4	-4	Cc1ccc(Nc2nc3ccccc3c3nnc(C)n23)c(C)c1
5	5	COc1ccc(CNC(=O)Nc2ccc3c(c2)N(C)C(=O)c2ccccc2S3)cc1OC
6	0	COc1ccc(OCC(=O)Nc2cc(-c3nc4ccccc4s3)ccc2C)cc1
7	6	Cc1cccc2nc(-c3ccccn3)c(Nc3ccccc3)n12
8	-5	Cc1ccc(NC(=O)Cn2c(=O)n(CCC(=O)N3CCc4ccccc4C3)c(=O)c3ccccc32)c(C)c1
9	-4	C/C(=N\NC(=O)c1cccc([N+](=O)[O-])c1)c1ccc2ccccc2c1
10	13	COc1ccc(S(=O)(=O)Nc2c(C)cc(C)cc2C)cc1
11	-11	CC1=Nc2c(-c3ccccc3)c(C)nn2C(=O)C1Cc1cccc(C)c1 (stereo not drawn)
12	0	O=C(Nc1ccc(Cl)c(Cl)c1)C1CC1
13	2	CCOc1ccc(NC(=O)Cn2cc(C(=O)c3cccs3)c3ccccc32)cc1
14	-1	CCOC(=O)/C(C#N)=C\c1ccoc1
15	2	Cc1ccnc(NC(c2cccc(O)c2)c2ccc3ccc(C)nc3c2O)c1 (stereo not drawn)

Some of these compounds in order of their number in RBX1-CUL1 inh, rising:
item	RBX1-CUL1 inh	canonical_smiles
14	-1	CCOC(=O)/C(C#N)=C\c1ccoc1
15	2	Cc1ccnc(NC(c2cccc(O)c2)c2ccc3ccc(C)nc3c2O)c1 (stereo not drawn)
7	6	Cc1cccc2nc(-c3ccccn3)c(Nc3ccccc3)n12

Down the list, as entered above:
Entries 7 to 13 in RBX1-CUL1 inh: 6, -5, -4, 13, -11, 0, 2

Filtered by structure: the compounds so far containing an aryl methoxy group
item	RBX1-CUL1 inh	canonical_smiles
5	5	COc1ccc(CNC(=O)Nc2ccc3c(c2)N(C)C(=O)c2ccccc2S3)cc1OC
6	0	COc1ccc(OCC(=O)Nc2cc(-c3nc4ccccc4s3)ccc2C)cc1
10	13	COc1ccc(S(=O)(=O)Nc2c(C)cc(C)cc2C)cc1

This is a subset. The share of hits here may be higher or lower than overall.
